CAL PDZ FP-1: blocks peptide binding to human CAL PDZ domain; inhibition, % at 20 µM; AID 504414; 0.02% of 330,000 active; purified CAL PDZ, TMR-peptide fluorescence polarization, 1 h;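 active = highest replicate inhibition of at least 40%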;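 also: plate controls were DMSO neutral control wells for no effect and unlabeled competitor peptide control wells for full effect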
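material = purified tagged CAL PDZ domain construct (CerCALP) | buffer or medium = sodium phosphate/NaCl buffer pH 7.4 with TCEP, IgG, Thesit | reagent = TMR-labelled reporter peptide T*-PRC34 bound in PDZ groove | incubation = 1 h room-temperature incubation prior to read | measured by = fluorescence polarization (mP) | evaluation = percent inhibition from loss of millipolarization | control set = unlabelled peptide and DMSO controls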
CAL PDZ FP-2: CAL PDZ (human) peptide binding inhibition. inhibition, % at 24.9 µM. purified CAL PDZ, TMR-peptide fluorescence polarization, 1 h. Q9HD26. AID 602252. 0.92% of 300,000 active;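 active = mean inhibition of at least 30% with at least half of replicates also reaching 30%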;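 also: 0% = DMSO neutral control and 100% = excess unlabeled competitor peptide PRC23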
Keap1 Nrf2 FP: Keap1-Nrf2 (human) interaction inhibition | AID 504523 | 0.15% of 340,000 active | Keap1 Kelch-Nrf2 peptide fluorescence polarization, 1536-well | inhibition, % at 9.4 µM; in the data active = inhibition above about 12%;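 also: human Keap1 Kelch domain with fluorescein labeled Nrf2 9mer peptide probe; 0% = neutral control wells and 100% = peptide positive control; higher means more block of Keap1 binding to Nrf2 peptide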
Target sequence (Q14145 whole entry, looked up, the tested form may be a part): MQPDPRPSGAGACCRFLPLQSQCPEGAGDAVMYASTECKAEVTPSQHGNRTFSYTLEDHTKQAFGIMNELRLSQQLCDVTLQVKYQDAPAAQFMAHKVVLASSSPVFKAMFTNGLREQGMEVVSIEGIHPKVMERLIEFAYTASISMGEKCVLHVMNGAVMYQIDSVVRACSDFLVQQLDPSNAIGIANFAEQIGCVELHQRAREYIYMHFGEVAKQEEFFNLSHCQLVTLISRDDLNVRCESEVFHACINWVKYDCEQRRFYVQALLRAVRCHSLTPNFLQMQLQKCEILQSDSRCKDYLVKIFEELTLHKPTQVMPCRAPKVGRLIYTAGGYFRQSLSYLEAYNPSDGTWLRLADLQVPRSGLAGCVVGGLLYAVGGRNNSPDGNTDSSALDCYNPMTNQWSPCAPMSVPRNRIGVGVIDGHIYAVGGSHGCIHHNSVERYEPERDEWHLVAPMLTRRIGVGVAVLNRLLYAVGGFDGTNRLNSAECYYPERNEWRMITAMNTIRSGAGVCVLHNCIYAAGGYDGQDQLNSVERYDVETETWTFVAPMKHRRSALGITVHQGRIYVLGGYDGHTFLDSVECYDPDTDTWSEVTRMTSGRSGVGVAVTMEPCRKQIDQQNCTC
Rtt109 HAT inh: C. albicans Rtt109 histone acetyltransferase inhibition. purified Rtt109/Vps75, ThioGlo CoA-SH fluorescence, 4 h. inhibition, % at 34.9 µM. Q5AAJ8. 0.16% of 330,000 active;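 active = inhibition of at least 50% in every replicate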
Target sequence (Q5AAJ8 whole entry, looked up): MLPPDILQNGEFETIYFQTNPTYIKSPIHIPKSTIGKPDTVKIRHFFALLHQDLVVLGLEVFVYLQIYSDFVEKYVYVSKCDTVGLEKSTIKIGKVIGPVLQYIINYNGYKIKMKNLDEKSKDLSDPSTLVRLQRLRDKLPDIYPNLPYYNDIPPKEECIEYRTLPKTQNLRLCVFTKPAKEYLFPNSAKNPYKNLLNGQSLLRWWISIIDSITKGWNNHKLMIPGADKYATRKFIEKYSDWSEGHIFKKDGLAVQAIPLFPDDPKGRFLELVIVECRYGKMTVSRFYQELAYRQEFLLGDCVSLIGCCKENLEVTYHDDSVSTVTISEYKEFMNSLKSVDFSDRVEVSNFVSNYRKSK
RTF Ca sens act: cardiac RTF calcium sensitization; P19429+P45379; IANBD-labeled TnC RTF fluorescence at EC20 calcium; 0% EC20 calcium, 100% full calcium; AID 493008; activation, % at 7.2 µM; 0.24% of 340,000 active;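 active = activation above the mean over all tested compounds plus 3 SD, cut at about 30% in these data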;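 also: rise in fluorescence read as greater calcium sensitivity of cardiac thin filaments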
RTF Ca sens inh: cardiac RTF calcium desensitization; P19429+P45379; IANBD-labeled cardiac RTF, Ca2+ fluorescence; inhibition, % at 7.15 µM; 0.12% of 340,000 active;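 active = inhibition above the mean inhibition of all tested compounds plus 3 SD, cut at about 17% in these data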;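 also: assay run at fixed EC70 calcium of 1.6 mM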
SR-BI uptake up: SR-BI HDL lipid transfer activation; CHO ldlA[mSR-BI] cells, DiI-HDL uptake fluorescence, 3 h; 100 = double the neutral-control signal; activation, % at 12.5 µM; 0.096% of 320,000 active;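 active = mean replicate activation of at least 60% and every replicate at or above 60%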;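 also: 0% = median plate neutral-control signal and 100% = twice that signal; values of inactives mirror those of a sister screen read the other way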
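Test system: SR-BI-overexpressing, LDLR-lacking CHO cells. Measured by: DiI fluorescence, bottom read. Medium: Ham's F12 with 0.5% BSA, HEPES 25 mM, pH 7.4. Timing: 3 h uptake period with compound, 37 °C.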
PKA-R2B act: activates the human PKA-R2B holoenzyme complex | P22694+P31323 | PKA-R2B holoenzyme dissociation, Cy5-IP20 fluorescence polarization; R2B truncated from residue 108, S112A mutant; 0% DMSO only, 100% 113 µM cGMP | activation, % at 11.4 µM | 0.079% of 340,000 active | AID 504700;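 active = activation above a cutoff set at the mean over all compounds plus 3 SD, cut at about 18% in these data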;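 also: higher means more holoenzyme dissociation and a rise in polarization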
C-LANA FP: inhibitors of KSHV LANA C-terminal domain DNA binding | MBP-C-LANA/FAM-LBS DNA binding, fluorescence polarization | inhibition, % at 9 µM | 0.078% of 340,000 active;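 active = highest replicate inhibition at or above 60% at 9 µM, even if other replicates fall short; inactive = all replicates below 60% inhibition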;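 also: 0% = neutral control wells and 100% = 4 µM acridine orange control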
DAGLB inh: blocks human DAGLB lipase activity; Q8NCG7; HEK293T DAGLB membrane lysate, EnzChek fluorogenic substrate; inhibition, % at 5.17 µM; 0.059% of 340,000 active; AID 504411; in the data active = inhibition above about 34%;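 also: 0% = enzyme with vehicle and 100% = wells lacking enzyme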
An asterisk follows results filed as active; nt = no result given.

SMILES	CAL PDZ FP-1	CAL PDZ FP-2	Keap1 Nrf2 FP	Rtt109 HAT inh	RTF Ca sens act	RTF Ca sens inh	SR-BI uptake up	PKA-R2B act	C-LANA FP	DAGLB inh
CCC1([N+](=O)[O-])COC(c2ccc(Cl)cc2)OC1 (centres undefined)	-3.5	0	-2	0	8	-3	7	2	2.0	-1
Cc1ccnc(SCCn2c(N3CCN(C)CC3)nc3c2c(=O)n(C)c(=O)n3C)n1	0.6	-9	1	2	1	-2	1	4	0.0	0
Cn1c(=NC(=O)c2cnccn2)sc2ccccc21	-5.2	4	6	-2	-3	5	0	-4	-0.4	-2
Cc1ccc(C23CC4CC(CC(C(=O)NC(C)C(=O)O)(C4)C2)C3)cc1 (centres undefined)	nt	-3	-2	6	0	-4	-3	-10	1.9	1
CC(=O)C1C(c2ccccc2)c2c(noc2C)CC1(C)O (centres undefined)	-0.7	nt	-6	0	4	-2	nt	-3	-0.7	-1
COC(=O)c1ccc(NC(=O)CC2C(=O)N(C)C(=S)N2Cc2ccc(S(N)(=O)=O)cc2)cc1 (centres undefined)	-3.7	-7	-1	-2	-2	0	nt	-3	1.7	0
O=C(N/N=C/c1coc2ccc(Cl)cc2c1=O)c1ccncc1	-1.1	-7	1	5	-1	-8	6	-1	0.4	-1
COC(=O)c1ccccc1NC(=S)NC(NC(=O)c1ccccc1[N+](=O)[O-])C(Cl)(Cl)Cl (centres undefined)	0.0	-2	0	19	2	-2	15	-10	-1.6	-2
Cc1cccc(NC(=S)N/N=C/c2cccc(O)c2)c1C	0.3	3	2	10	-4	1	-28	-3	0.7	2
CC1(C)OC(=O)C(=CNC(=O)c2c(F)cccc2F)C(=O)O1	-0.1	-4	0	-2	-4	10	24	1	-1.0	1
Cc1onc(-c2ccccc2Cl)c1C(=O)Nc1sc2c(c1C(N)=O)CCC(C)C2 (centres undefined)	-0.7	0	3	11	2	1	-73	-4	0.3	-4
COC(=O)c1sccc1NS(=O)(=O)c1ccccc1[N+](=O)[O-]	-2.4	2	-4	0	-3	-10	15	2	-0.1	4
COc1cc(OC)c(NC(=O)c2cccc(F)c2)cc1Cl	-2.4	0	2	-5	-5	4	-68	4	0.2	-2
COc1cccc(OC)c1C(=O)N1CCN(C(=O)c2ccc(-c3ccccc3)cc2)CC1	-1.1	nt	0	5	-2	-2	-43	3	-2.9	-1
CCOc1cc(C(=O)Oc2cc(C)[nH]c(=O)c2[N+](=O)[O-])cc(OCC)c1OCC	-1.9	0	-3	4	8	-6	16	-4	0.9	-2
N#Cc1ccccc1S(=O)(=O)N1CCNS(=O)(=O)c2ccccc21	-0.5	-6	-1	-17	-4	-3	6	3	0.5	0
CCN(CCCn1c(=S)[nH]c2ncccc2c1=O)c1ccccc1	-0.7	2	-5	12	-1	4	2	-5	-0.6	0
CCn1c(SCc2nc3ccccc3s2)nc2cc(S(=O)(=O)N3CCOCC3)ccc21	-2.6	-4	-4	-4	2	-10	-46	2	-1.4	0
Cc1ccccc1-c1nn[nH]n1	0.1	nt	-3	13	2	1	42	-7	-0.9	0
CC(C)CC(NC(=O)C1CCCCC1)C(=O)NCc1ccccn1 (centres undefined)	0.5	-5	0	-5	4	-6	11	1	1.1	-1

Single records, as listed above. Screens in order: CAL PDZ FP-1, CAL PDZ FP-2, Keap1 Nrf2 FP, Rtt109 HAT inh, RTF Ca sens act, RTF Ca sens inh, SR-BI uptake up, PKA-R2B act, C-LANA FP, DAGLB inh
Results for Cc1onc(-c2ccccc2Cl)c1C(=O)Nc1sc2c(c1C(N)=O)CCC(C)C2 (centres undefined) → -0.7, 0, 3, 11, 2, 1, -73, -4, 0.3, -4
Results for CCn1c(SCc2nc3ccccc3s2)nc2cc(S(=O)(=O)N3CCOCC3)ccc21 → -2.6, -4, -4, -4, 2, -10, -46, 2, -1.4, 0
Results for N#Cc1ccccc1S(=O)(=O)N1CCNS(=O)(=O)c2ccccc21 → -0.5, -6, -1, -17, -4, -3, 6, 3, 0.5, 0
Results for COc1cc(OC)c(NC(=O)c2cccc(F)c2)cc1Cl → -2.4, 0, 2, -5, -5, 4, -68, 4, 0.2, -2

Continued.
SMILES	CAL PDZ FP-1	CAL PDZ FP-2	Keap1 Nrf2 FP	Rtt109 HAT inh	RTF Ca sens act	RTF Ca sens inh	SR-BI uptake up	PKA-R2B act	C-LANA FP	DAGLB inh
COc1ccc(CN/C=C2\CCCCC2=O)cc1	-2.0	-2	-5	-3	1	1	22	-11	-1.5	-2
C/C(=N\NC(=S)NCc1ccccc1)c1ccc(C#N)cc1	-3.3	5	-4	0	4	-18	11	2	-1.2	0
COc1cccc2c1OC1(C)CC2NC(=O)N1c1cccc(C(=O)Nc2ccc3c(c2)OCCO3)c1 (centres undefined)	-1.6	-1	5	15	0	3	-5	-10	1.4	3
N#CCC(=O)N/N=C/c1cc([N+](=O)[O-])ccc1N1CCOCC1	-0.7	2	3	nt	-2	-1	7	-4	0.6	2
CSc1ccccc1C(=O)OCC(=O)N1CCCCCC1	0.5	-4	-1	-5	-4	4	-25	1	-0.8	-2
Cc1c(Nc2cc(N3CCCCCC3)c3nonc3c2[N+](=O)[O-])c(=O)n(-c2ccccc2)n1C	0.2	nt	1	-7	-3	-8	26	5	1.2	-2
Cc1cc(C(=O)Nc2cccc(S(=O)(=O)N3CCCC3)c2)c2ccccc2n1	-0.8	2	-3	-2	0	-4	-38	-4	-0.3	-1
COc1ccc(CN2C(=O)c3cccnc3C2=O)cc1S(=O)(=O)N1CC(C)CC(C)C1 (centres undefined)	-1.1	4	-4	-6	4	-1	11	-5	0.8	1
Cc1c(C(=O)Nc2ccccc2C(=O)N2CCCC2)cccc1[N+](=O)[O-]	-0.9	-1	1	26	3	4	9	2	0.8	-3
Cc1sc2c(c1C)C(=O)/C(=C\Nc1ccncc1)S(=O)(=O)N2C	0.0	nt	-5	3	-2	-5	-3	8	2.0	-1
CCCc1cc(C(=O)NCc2ccccc2)no1	-0.6	-5	-3	0	-1	-5	-9	0	-0.1	1
COc1ccccc1N(C)S(=O)(=O)c1ccc(C(=O)Nc2cccc(S(=O)(=O)N3CCOCC3)c2)cc1	-0.5	-4	2	13	1	-7	-57	-7	2.6	-1
COc1ccc(OCCSc2nnc(Cc3cccc4ccccc34)n2N)cc1	-2.2	0	1	21	2	-5	-58	3	0.2	-3
CCOc1ccc(NC(=O)CN2CCN(C(=O)c3ccco3)CC2)cc1S(=O)(=O)N1CCCC1	-3.0	nt	0	1	2	-8	-40	-5	1.8	1
CCOC(=O)Cc1cc(=O)n2[nH]c(-c3ccc(C)cc3)cc2n1	-3.4	-4	3	8	-3	0	-5	-2	0.0	2
Cn1nnnc1NCc1c(F)cccc1Cl	-1.8	-4	-3	-3	-2	-2	29	0	1.3	0
CC(C)CN1C(=O)C(=Nc2cccnc2)c2ccccc21	-1.1	nt	-2	-2	1	-2	12	2	-0.4	0
Cc1ccc(-c2nnn(CC(=O)N(CCO)C(C(=O)NC3CCCC3)c3ccc(F)cc3)n2)o1 (centres undefined)	0.4	0	-4	0	14	-14	12	-12	0.9	-2
Cc1onc(-c2c(Cl)cccc2Cl)c1C(=O)N1CCN(c2ccccc2F)CC1	-1.1	4	1	-5	6	-6	3	5	-0.5	-6
O=c1cc(OCc2ccccc2)cc[nH]1	0.2	-4	0	3	-3	-2	2	-8	1.3	-1
CN(C(=S)NC(=O)c1ccc(Cl)cc1)C1CCCCC1	2.7	-2	-4	-5	-1	0	-27	6	-1.8	3
COc1ccccc1-c1nn(Cc2ccccc2)cc1C(=O)N1CCN(c2ncccn2)CC1	0.2	-4	2	-6	1	-7	0	3	1.1	0
Cc1cccc(-c2nc(-c3ccncc3)no2)c1	-0.8	nt	1	0	2	-9	7	-7	-2.1	-6
COc1ccc(OCC(CO)N2CCN(c3ccccc3)CC2)cc1 (centres undefined)	-1.2	-1	2	-7	-5	-4	9	6	1.4	-2
O=C(N/N=C/c1cn(-c2ccccc2)nc1-c1cccs1)c1ccccc1F	-3.4	-4	3	-3	-8	-15	-26	-3	-0.6	-3
O=C(COC(=O)[C@H](Cc1ccccc1)NS(=O)(=O)c1ccccc1F)NC1CCCCC1	-1.4	nt	-7	-1	3	8	16	1	1.3	2
CCOC(=O)C(C)Sc1nc(-c2ccco2)cc(C(F)(F)F)c1C#N (centres undefined)	-2.0	-5	-7	-24	-2	-11	-33	-5	0.0	-5
CC(=O)Oc1ccc(C(c2ccc(OC(C)=O)cc2)c2ccccn2)cc1	-0.2	-4	-3	10	8	5	3	-3	-0.2	2
CCN(C(=O)CSc1nc2ccccc2c(=O)n1CCOC)C1CCS(=O)(=O)C1 (centres undefined)	-0.8	0	-1	-14	1	-6	2	-5	-0.3	-2
Cc1ccc(NC(=S)N=Nc2c(O)n(C)c3ccc(S(=O)(=O)N4CCOCC4)cc23)cc1C	0.0	-4	2	2	-4	-15	-54	-8	0.4	1
Fc1ccc(-c2ccnc3nc(N4CCN(c5ccccc5)CC4)nn23)cc1	0.6	-2	-7	-2	0	3	-3	-6	-0.4	-3
N#CC1=C(N)Oc2n[nH]c(-c3cccs3)c2C1C1CCCCC1 (centres undefined)	-2.2	-3	-1	0	-1	7	-16	-6	-8.1	5
c1ccc(CCN(Cc2ccccc2)C2CCN(C3CCCC3)CC2)cc1	-0.6	1	5	-3	0	-3	23	-1	2.4	1
N#C/C(=C/c1ccc(-c2ccc(C(=O)O)c(Cl)c2)o1)C(=O)NCC1CCCO1 (centres undefined)	-1.4	-8	1	2	-6	-10	-7	-12	2.7	-4
CCCCOc1ccc(NC2=NC3(CCCC3)N=C(N)N2)cc1	-1.6	-3	-1	14	-3	-11	22	3	0.4	1
COc1cc(OC)c(C(=O)C=Cc2ccc(OC)c(OC)c2)c(OC)c1	-0.4	-2	1	4	-6	-6	-12	9	-1.2	2
COC(=O)CSc1cc(C(=O)c2nccn2C)c2ccccc2n1	nt	-5	2	11	5	-1	7	-15	0.7	1
O=c1[nH]c(-c2ccncc2)nc2ccccc12	-1.9	-1	5	-9	-2	-2	12	-5	2.5	0
CCOc1ccc(S(=O)(=O)Nc2cc(Cl)ccc2O)cc1	0.7	-3	-2	12	-4	-2	6	-19	1.4	-1
Cc1ccc(C(=O)N2CCN(c3ccc([N+](=O)[O-])cc3-n3cccc3)CC2)cc1	-1.8	nt	2	1	nt	nt	-44	nt	0.2	nt
C#Cc1ccc([C@@H]2C=C(C(=O)NC3CC3)O[C@H](OCCCCO)C2)cc1	-0.2	-3	-1	-5	11	-8	-65	-9	0.1	2
COc1ccc(CC(=O)O/N=C(\N)c2ccc(OC)cc2)cc1	-1.2	nt	0	3	-2	-5	22	-9	40	-18
O=C(Nc1ccc2c(c1)OCO2)c1cnc(Cl)c(Cl)c1	-1.6	2	2	-1	4	-9	3	-6	1.0	-4
CCOc1ccc(CCNC(=O)COC(=O)COc2ccccc2C)cc1OCC	-1.4	0	-4	-3	-2	-19	7	-10	2.5	3

Source: PubChem (several laboratories)

No enrichment for hits (roughly 1.6% active in at least one column).
